High-throughput results (PubChem)
S2 tox – viability counter-screen for ATXN expression inhibitors; S2 cells (HEK-293 line with an ATXN2-luciferase reporter) viability, CellTiter-Fluor protease fluorescence, 24 h; Potency, µM (top dose mostly 56.7 µM), actives largely listed as cytotoxic; hit rate 0.49% among 400,000; active = well fitted cell-killing curve with a large enough effect; inconclusive = small, poorly fitted or top-dose-only effect, or effect the other way; inactive = no such curve, though single readings can be large or run the other way; note: nearly all actives have a fitted effect of over 40% in size
* marks the source's active call; other numbers are inactive results. Potency is the fitted concentration of half-maximal effect. These rows are one share of the data; count on the stated rates, not on these rows.

How did CC(C)[N+]1(C)[C@@H]2CC[C@H]1CC(OC(=O)[C@@H](CO)c1ccccc1)C2 (stereo partly drawn) do in these assays?
S2 tox: inactive

How did NC(N)=NCC1COC2(CCCCC2)O1 (stereo not drawn) do in these assays?
S2 tox: inactive

What do the screens show for `Cc1cccc(C(=O)NCc2nc(-c3ccccc3NC(=O)C3CCCO3)oc2C)c1` (stereo not drawn)?
S2 tox: inactive

What do the screens show for `O=C1N=C(O)CN1/N=C\c1ccc(-c2ccc([N+](=O)[O-])cc2)o1`?
S2 tox: inactive

What do the screens show for `COc1cccc(CNC(=O)c2c(OC)cc(=O)n3c2CCN(C(=O)c2ccc(C)s2)CC3)c1`?
S2 tox: inactive

How did Cc1ncc2c(c1CNC(=O)c1ccc3c(c1)OCO3)CCN(C(=O)c1cn3ccccc3n1)C2 do in these assays?
S2 tox: inconclusive

How did Cc1csc(SCC(=O)NCC2Cc3cc(-c4cncnc4)ccc3O2)n1 (stereo not drawn) do in these assays?
S2 tox: inactive

What do the screens show for `NC(=O)CC[C@@H]1NC(=O)[C@H](Cc2ccccc2)NC(=O)[C@H](Cc2ccc(O)cc2)NC(=O)[C@@H](N)CSSC[C@@H](C(=O)N2CCC[C@H]2C(=O)N[C@@H](CCCN=C(N)N)C(=O)NCC(N)=O)NC(=O)[C@H](CC(N)=O)NC1=O`?
S2 tox: inactive

How did C[C@@H](COc1ccccc1)N(CCCl)Cc1ccccc1 do in these assays?
S2 tox: inactive

What do the screens show for `COc1ccc(Cl)cc1N1C(=O)[C@@H]2C[C@H]1CN2Cc1nc2ccccc2nc1C`?
S2 tox: inactive

Arranged by number of heavy atoms (smallest number first): 6 of the compounds above.
How did NC(N)=NCC1COC2(CCCCC2)O1 (stereo not drawn) do in these assays?
S2 tox: inactive

How did C[C@@H](COc1ccccc1)N(CCCl)Cc1ccccc1 do in these assays?
S2 tox: inactive

What do the screens show for `O=C1N=C(O)CN1/N=C\c1ccc(-c2ccc([N+](=O)[O-])cc2)o1`?
S2 tox: inactive

How did CC(C)[N+]1(C)[C@@H]2CC[C@H]1CC(OC(=O)[C@@H](CO)c1ccccc1)C2 (stereo partly drawn) do in these assays?
S2 tox: inactive

What do the screens show for `COc1ccc(Cl)cc1N1C(=O)[C@@H]2C[C@H]1CN2Cc1nc2ccccc2nc1C`?
S2 tox: inactive

What do the screens show for `COc1cccc(CNC(=O)c2c(OC)cc(=O)n3c2CCN(C(=O)c2ccc(C)s2)CC3)c1`?
S2 tox: inactive

More structures:
How did O=C(NCCN1Cc2ccccc2OC(c2ccccc2F)C1)c1ccco1 (stereo not drawn) do in these assays?
S2 tox: inactive

How did COc1ccc(-c2[nH]ncc2CN2CCOc3c(cc(-c4cccc(OC)n4)cc3OC)C2)cc1 do in these assays?
S2 tox: inactive

What do the screens show for `CCC(=O)O[C@@]1(C(=O)CCl)[C@@H](C)C[C@@H]2[C@H]3CCC4=CC(=O)C=C[C@@]4(C)[C@]3(F)[C@@H](O)C[C@@]21C`?
S2 tox: inactive

How did COC(=O)C1=C(C)NC(C)=C(C(=O)O[C@H]2CCN(Cc3ccccc3)C2)[C@H]1c1cccc([N+](=O)[O-])c1 do in these assays?
S2 tox: inconclusive

How did CCC1CN(CC(=O)NCc2ccc3c(c2)OCO3)Cc2ccc(Cl)cc2O1 (stereo not drawn) do in these assays?
S2 tox: inactive

What do the screens show for `C[N+]1(C)CCN(CC(O)(c2ccccc2)C2CCCCC2)CC1` (stereo not drawn)?
S2 tox: inactive

What do the screens show for `O=C(NCc1ccon1)c1ccc(-c2csc3ccccc23)nc1N1CCC(N2CCCC(CO)C2)CC1` (stereo not drawn)?
S2 tox: inactive

How did C[C@@H]1CN(Cc2ccc3c(c2)CN(C(=O)CCc2nc4ccc(F)cc4[nH]2)CCO3)C[C@H](C)O1 do in these assays?
S2 tox: inactive

How did COc1ccccc1C1CN(Cc2cn(C)nc2C)Cc2ccccc2O1 (stereo not drawn) do in these assays?
S2 tox: inactive

Results for C[C@H]1C[C@H]2[C@@H]3CCC4=CC(=O)C=C[C@]4(C)[C@@]3(F)[C@@H](O)C[C@]2(C)[C@@]1(O)C(=O)CCl ?
S2 tox: inactive

Results for CC(O)(COc1ccccc1)c1ccc2c(c1)CN(Cc1cccnc1)CCO2 (stereo not drawn) ?
S2 tox: inactive

How did C[C@@H]1[C@H]2CC[C@@H]3[C@@H]4CC=C5C[C@@H](N(C)C)CC[C@]5(C)[C@@H]4CC[C@@]32CN1C do in these assays?
S2 tox: inconclusive

Results for COc1ccccc1N1CCN(c2nc(CNC(=O)c3ccc(C)c(C)c3)nc3ccccc23)CC1 ?
S2 tox: inconclusive

How did COc1ccccc1C1CN(CCNC(=O)c2cscn2)Cc2ccccc2O1 (stereo not drawn) do in these assays?
S2 tox: inactive

Results for Cn1c(SCC2CCCO2)nnc1C1CCN(Cc2ccco2)CC1 (stereo not drawn) ?
S2 tox: inactive

How did COCc1c(C(=O)N2CCN(C3CCCCC3)CC2)cnn1-c1ncc(C)c(-c2cccs2)n1 do in these assays?
S2 tox: inactive

How did COc1cc(OC)c2nc(-c3cc4c(c(OC)c3)OCCN(C(=O)CC3NC(=O)c5ccccc53)C4)cc(C)c2c1 (stereo not drawn) do in these assays?
S2 tox: inactive

What do the screens show for `CO[C@H]1[C@H](NC(=O)c2cccc(F)c2)c2ccccc2C12CCN(Cc1ccco1)CC2`?
S2 tox: inactive

What do the screens show for `CC[C@H]1OC(=O)[C@H](C)[C@@H](O[C@H]2C[C@@](C)(OC)[C@@H](O)[C@H](C)O2)[C@H](C)[C@@H](O[C@@H]2O[C@H](C)C[C@H](N(C)C)[C@H]2O)[C@](C)(O)C[C@@H](C)[C@@H]2N[C@@H](COCCOC)O[C@@H]([C@H]2C)[C@]1(C)O`?
S2 tox: inconclusive

What do the screens show for `COc1ccc(CN2CCN(C(C)=O)CC2)cc1OC1CCN(C(=O)c2ccc3[nH]c(C)c(C)c3c2)CC1`?
S2 tox: inactive

As a short view, some entries already given:
How did COCc1c(C(=O)N2CCN(C3CCCCC3)CC2)cnn1-c1ncc(C)c(-c2cccs2)n1 do in these assays?
S2 tox: inactive

How did COc1cc(OC)c2nc(-c3cc4c(c(OC)c3)OCCN(C(=O)CC3NC(=O)c5ccccc53)C4)cc(C)c2c1 (stereo not drawn) do in these assays?
S2 tox: inactive

What do the screens show for `CO[C@H]1[C@H](NC(=O)c2cccc(F)c2)c2ccccc2C12CCN(Cc1ccco1)CC2`?
S2 tox: inactive

What do the screens show for `CC[C@H]1OC(=O)[C@H](C)[C@@H](O[C@H]2C[C@@](C)(OC)[C@@H](O)[C@H](C)O2)[C@H](C)[C@@H](O[C@@H]2O[C@H](C)C[C@H](N(C)C)[C@H]2O)[C@](C)(O)C[C@@H](C)[C@@H]2N[C@@H](COCCOC)O[C@@H]([C@H]2C)[C@]1(C)O`?
S2 tox: inconclusive

What do the screens show for `COc1ccc(CN2CCN(C(C)=O)CC2)cc1OC1CCN(C(=O)c2ccc3[nH]c(C)c(C)c3c2)CC1`?
S2 tox: inactive

More entries follow.
Results for COc1cc(/C=C/CN2CCOc3ccc(C(O)c4cccnc4)cc3C2)ccc1O (stereo not drawn) ?
S2 tox: inactive

What do the screens show for `O=P(O)(O)C(O)(Cc1cnc2ccccn12)P(=O)(O)O`?
S2 tox: inactive

Results for CC(C)C(NS(C)(=O)=O)c1nnc2n1CCN(Cc1ccc(C#CC(C)(C)O)cc1)CC2 (stereo not drawn) ?
S2 tox: inactive

What do the screens show for `COc1ccc2c3c([nH]c2c1)[C@@H]1C[C@@H]2[C@@H](C[C@H](O)[C@H](OC)[C@H]2C(=O)O)CN1CC3`?
S2 tox: inactive

Results for O=C(NCC1Cc2cccc(-c3cnccn3)c2O1)C1COc2ccccc2O1 (stereo not drawn) ?
S2 tox: inactive

What do the screens show for `Cc1noc(C)c1CC(=O)NCC1Cc2cc(-c3cccc(OC(F)(F)F)c3)ccc2O1` (stereo not drawn)?
S2 tox: inconclusive

Results for O=C(c1cccc(F)c1)N(Cc1cc2cc3c(cc2nc1N1CCOCC1)CCC3)CC1CCCO1 (stereo not drawn) ?
S2 tox: inactive

What do the screens show for `CON=C1C[C@]2(C[C@@H]3C[C@@H](C/C=C(\C)C[C@@H](C)/C=C/C=C4\CO[C@@H]5[C@H](O)C(C)=C[C@@H](C(=O)O3)[C@]45O)O2)O[C@H](/C(C)=C/C(C)C)[C@H]1C`?
S2 tox: 16µM*

How did CC(=O)Nc1ccccc1-c1nc(CNC(=O)c2ccc(F)c(F)c2)c(C)o1 do in these assays?
S2 tox: inactive

How did Nc1ncnc(Nc2ccc(Cl)cc2)n1 do in these assays?
S2 tox: inactive

How did C=CCc1ccccc1OC[C@H](O)CNC(C)C do in these assays?
S2 tox: inactive

What do the screens show for `O=C(NCC1Cc2cccc(-c3ccccn3)c2O1)c1cnn2cccnc12` (stereo not drawn)?
S2 tox: inactive

What do the screens show for `COc1ccccc1C1CN(Cc2cccc3nccnc23)Cc2ccccc2O1` (stereo not drawn)?
S2 tox: inactive

How did CC[N+]1(C)[C@@H]2CC[C@H]1CC(OC(=O)[C@H]1CC[C@@](C(=O)OC3C[C@H]4CC[C@@H](C3)[N+]4(C)CC)(c3ccccc3)c3ccccc31)C2 (stereo partly drawn) do in these assays?
S2 tox: inactive

What do the screens show for `CC(C)=CCC/C(C)=C/CC/C(C)=C/CC/C=C(\C)CC/C=C(\C)CCC=C(C)C`?
S2 tox: inactive

Results for C1=C(c2ccc3c(c2)CN(Cc2cccn2-c2ncccn2)CCO3)Cc2ccccc21 ?
S2 tox: inactive

Results for COc1ccccc1C1CN(Cc2cnn(C)c2C)Cc2ccccc2O1 (stereo not drawn) ?
S2 tox: inactive

What do the screens show for `COc1cc(CNc2nc(C)c(-c3ccn(CC4CCCN(C)C4)n3)s2)ccc1F` (stereo not drawn)?
S2 tox: inactive

How did O=C(CCN1Cc2ccccc2OC(c2ccccc2F)C1)N1CCC(N2CCCC(O)C2)CC1 (stereo not drawn) do in these assays?
S2 tox: inactive

What do the screens show for `COc1cc(=O)n2c(c1C(=O)N(C)Cc1nonc1C)CCN(C(=O)c1cc(C)cc(C)c1)CC2`?
S2 tox: inactive

What do the screens show for `CCn1nc(C)cc1C(=O)N1CCC2(CC1)c1ccccc1[C@@H](NC(=O)c1cccnc1)[C@@H]2O`?
S2 tox: inactive

What do the screens show for `CN1CCCC(CNC(=O)c2cnn(-c3ncc4c(n3)-c3ccccc3CC4)c2C2CC2)C1` (stereo not drawn)?
S2 tox: inactive

What do the screens show for `COc1cc(-c2cc(C)c3c(OC)ccc(OC)c3n2)cc2c1OCCN(C(=O)Cn1nc(C)cc1C)C2`?
S2 tox: inconclusive

How did CCOc1ccc2nc(N3CCCC3C(=O)N3CCC(c4nc5ccccc5o4)CC3)nc(C)c2c1 (stereo not drawn) do in these assays?
S2 tox: inconclusive

How did O=C(NCC1Cc2cccc(-c3cnccn3)c2O1)c1ccc(F)c(Cl)c1 (stereo not drawn) do in these assays?
S2 tox: inactive

What do the screens show for `COC(=O)c1ccccc1-c1cc(C)cc2c1OC(CNC(=O)c1cnc(C)cn1)C2` (stereo not drawn)?
S2 tox: inactive

How did CO[C@H]1[C@H](NC(=O)c2ccco2)c2ccccc2C12CCN(Cc1cccn1-c1ccccn1)CC2 do in these assays?
S2 tox: inactive

How did CO[C@@]12C[C@@H](COC(=O)c3cncc(Br)c3)CN(C)[C@H]1Cc1cn(C)c3cccc2c13 do in these assays?
S2 tox: inactive

How did COc1cccc(C2(CC(=O)N3CCN(c4nonc4C)CC3)CC(=O)N(C3CCCC3)C2=O)c1 (stereo not drawn) do in these assays?
S2 tox: inactive

Results for CCn1c(-c2ccccc2F)nc2cc(NC(C)=O)cc(C(=O)N3CCNC(=O)C3CC(=O)OC)c21 (stereo not drawn) ?
S2 tox: inactive

How did COc1cc2nc(N(C)C)c(CNC3CCOC(C)(C)C3)cc2c(OC)c1OC (stereo not drawn) do in these assays?
S2 tox: inactive

How did Cc1ncc2c(c1CNC(=O)c1ccccc1F)CCN(C(=O)c1[nH]c3ccc(Cl)cc3c1C)C2 do in these assays?
S2 tox: inactive

How did CC1(C)S[C@@H]2[C@H](NC(=O)C(N)c3ccccc3)C(=O)N2[C@H]1C(=O)OC1OC(=O)c2ccccc21 (stereo partly drawn) do in these assays?
S2 tox: inactive

What do the screens show for `CCC1(C2CCN(Cc3ccoc3)CC2)NC(=O)N(CC2COc3ccccc3O2)C1=O` (stereo not drawn)?
S2 tox: inactive

Results for CN(CC(=O)N1CCOCC1)Cc1c(Cl)cccc1NC(=O)c1ccccc1 ?
S2 tox: inactive

What do the screens show for `COC(=O)CNC(=O)c1cnn(-c2ncc3c(n2)-c2ccccc2CCC3)c1C1CC1`?
S2 tox: inactive

What do the screens show for `COc1cccc(C2(CC(=O)N3CCCOc4c(cccc4OC)C3)CC(=O)N(C)C2=O)c1` (stereo not drawn)?
S2 tox: inactive

Results for COC(=O)[C@@H]1CCCN1C(=O)c1c(OC)cc(=O)n2c1CCN(Cc1ccc3c(c1)OCCO3)CC2 ?
S2 tox: inactive

How did Cc1ccc(CN2CCOc3ccc(C(C)(O)COc4ccccc4)cc3C2)o1 (stereo not drawn) do in these assays?
S2 tox: inactive

Results for Cc1cc(-c2ccnc(-n3ncc(C(=O)N4CCCCC4c4cccnc4)c3C3CC3)n2)c(C)s1 (stereo not drawn) ?
S2 tox: inactive

Results for CC(C)(C)NC(=O)[C@H]1CC[C@H]2[C@@H]3CC=C4C=C(C(=O)O)CC[C@]4(C)[C@H]3CC[C@]12C ?
S2 tox: inactive

How did O=C1OCCN1/N=C\c1ccc([N+](=O)[O-])o1 do in these assays?
S2 tox: inconclusive

What do the screens show for `CCCN1CCN(C(=O)c2cnn(-c3ncc4c(n3)-c3ccccc3CCC4)c2COC)CC1`?
S2 tox: inactive

How did COC(=O)[C@@H]1CCCN1Cc1ccc2c(c1)CN(Cc1cccn1-c1ccccn1)CCO2 do in these assays?
S2 tox: inactive

Results for CN(C)Cc1ccccc1 ?
S2 tox: inactive

Results for Cc1c(C(=O)NCC2(N3CCCCC3)CCCC2)cnn1-c1nccc(-c2ccccc2F)n1 ?
S2 tox: inactive

How did Cc1oc(-c2ccccc2NC(=O)c2ccccc2)nc1CNC(=O)c1c(-c2ccccc2)noc1C do in these assays?
S2 tox: inconclusive

Results for COc1ccc(CN2CCC3(CC2)c2ccccc2[C@@H](NC(=O)c2ccsc2)[C@@H]3OC)cc1O ?
S2 tox: inactive
